SRC1 inh: SRC1 coactivator transcriptional activity inhibitors, primary screen, cell-based, luminescence; 0.12% of 360,000 active; inhibition, % at 3.6 µM; HEK293 GAL4-SRC1 luciferase reporter; Nuclear receptor coactivator 1 (Homo sapiens), Q15788;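 active = inhibition above the campaign mean plus 3 SD, with each screening campaign given its own cutoff, cut at about 60% in these data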;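 note: 0% = DMSO treated cells and 100% = gossypol at 36 µM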
LRH-1 inv ag: LRH-1 (NR5A2) inverse agonists, primary screen, cell-based, luminescence, HEK293T, StAR-luciferase reporter. AID 602396, 2012. 0.13% of 360,000 active. Nuclear receptor subfamily 5 group A member 2 (Homo sapiens), O00482. inhibition, % at 3.6 µM. LRH-1 transfected, 24 h;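 active = inhibition above the mean inhibition of all tested compounds plus 3 SD, cut at about 73% in these data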;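 note: 0% = DMSO wells and 100% = reporter-only cells lacking LRH-1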
Target sequence (O00482 whole entry, looked up): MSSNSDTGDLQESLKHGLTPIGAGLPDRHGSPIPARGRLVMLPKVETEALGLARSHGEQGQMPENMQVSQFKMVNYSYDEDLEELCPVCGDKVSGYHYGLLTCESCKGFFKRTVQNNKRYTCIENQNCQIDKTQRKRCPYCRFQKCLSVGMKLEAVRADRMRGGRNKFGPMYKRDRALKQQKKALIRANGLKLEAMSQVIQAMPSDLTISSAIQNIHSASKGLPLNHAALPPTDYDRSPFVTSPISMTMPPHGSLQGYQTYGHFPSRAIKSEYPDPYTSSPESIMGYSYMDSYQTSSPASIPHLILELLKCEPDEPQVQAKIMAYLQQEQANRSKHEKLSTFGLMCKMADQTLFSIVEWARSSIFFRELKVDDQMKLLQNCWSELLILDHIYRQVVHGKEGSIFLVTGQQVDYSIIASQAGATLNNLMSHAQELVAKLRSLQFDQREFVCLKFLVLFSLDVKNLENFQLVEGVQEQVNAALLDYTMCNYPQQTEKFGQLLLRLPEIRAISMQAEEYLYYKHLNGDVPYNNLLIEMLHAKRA
SRC2 inh: inhibition of GAL4-SRC2 driven luciferase reporter, primary screen, SRC2 inhibitor project, cell-based, luminescence; Nuclear receptor coactivator 2 (Homo sapiens), Q15596; inhibition, % at 9 µM; AID 651957, 2012; 0.17% of 370,000 active; HEK293 GAL4-SRC2 luciferase reporter;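 active = inhibition above the mean inhibition of all tested compounds plus 3 SD, set per campaign, cut at about 52% in these data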;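 note: 0% = DMSO treated cells and 100% = cells given Gossypol at 36 µM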
TWEAK Fn14 block: inhibitors of TWEAK-Fn14 signaling, primary screen, luciferase reporter cells, uHTS | 2% of 360,000 active | AID 1159606, 2016 | inhibition, % at 10 µM | TWEAK-stimulated Fn14 reporter cells, luciferase luminescence, 8 h; in the data active = inhibition above about 50%
NOD2 RIPK2 PPI: NOD2-RIPK2 binding disruptors in cells, primary screen, fluorescence, CHO cells, BLA complementation. 0.38% of 360,000 active. AID 624267, 2012. inhibition, % at 4.98 µM. Receptor-interacting serine/threonine-protein kinase 2 (Homo sapiens), O43353. CCF4 ratio; in the data active = inhibition above about 21%;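 note: 0% = vehicle only and 100% = reference blocker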
Target sequence (O43353 whole entry, looked up): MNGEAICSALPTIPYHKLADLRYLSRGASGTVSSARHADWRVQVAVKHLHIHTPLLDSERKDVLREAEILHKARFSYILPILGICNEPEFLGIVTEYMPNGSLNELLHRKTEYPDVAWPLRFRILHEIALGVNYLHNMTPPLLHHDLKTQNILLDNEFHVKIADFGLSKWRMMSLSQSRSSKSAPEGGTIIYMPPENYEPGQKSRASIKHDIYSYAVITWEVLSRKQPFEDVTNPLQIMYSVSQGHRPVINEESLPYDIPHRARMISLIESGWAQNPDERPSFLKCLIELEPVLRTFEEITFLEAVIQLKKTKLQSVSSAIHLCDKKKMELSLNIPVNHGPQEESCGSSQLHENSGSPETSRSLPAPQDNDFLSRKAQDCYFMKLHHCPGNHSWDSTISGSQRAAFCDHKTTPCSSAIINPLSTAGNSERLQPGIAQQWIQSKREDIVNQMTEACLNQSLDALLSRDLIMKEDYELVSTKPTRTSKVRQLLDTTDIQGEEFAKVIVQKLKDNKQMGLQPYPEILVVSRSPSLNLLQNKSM
NR2F2 inh: NR2F2 transcriptional activity inhibitors, primary screen, cell-based, luciferase reporter, HEK293T, luminescence | HEK293T NGFI-A luciferase reporter | 0.7% of 370,000 active | inhibition, % at 8.6 µM | COUP transcription factor 2 (Homo sapiens), P24468;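 active = inhibition above a per-plate cutoff, mean inhibition of test wells between control levels plus 3 SD, cut at about 38% in these data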;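 note: cells cotransfected with COUP-TFII expression vector driving the NGFI-A reporter; 0% = median of COUP-TF2 test wells and 100% = reporter-only cells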
TRAIL sens C8: viability loss with TRAIL in NB7+C8 cells, primary screen, TRAIL sensitizer project, cell-based, ATPlite luminescence | inhibition (viability loss, TRAIL sensitization), % at 10 µM | 1% of 360,000 active | AID 624354, 2012;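 active = compounds causing at least 50% loss of cell viability in the single-dose screen, relative to plate controls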
TLR9-MyD88 block: inhibitors of TLR9-MyD88 association in cells, primary screen, cell-based, CHO, BLA complementation, fluorescence | CCF4 FRET ratio | inhibition, % at 4.98 µM | 0.21% of 340,000 active | AID 504734, 2011;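 active = inhibition above the mean over all tested compounds plus 3 SD, cut at about 21% in these data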;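 note: 0% = DMSO only wells and 100% = clavulanate BLA inhibitor control wells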
TROY signal inh: inhibitors of TROY-driven NF-kB signaling, primary screen, Q293 LMP1-TROYcd cells, NF-kB luciferase, uHTS; AID 1347056, 2019; Q293 LMP1-TROYcd NF-kB luciferase reporter, 4 h; inhibition, % at 10 µM; 0.98% of 360,000 active;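 active = compounds whose plate-normalised and pattern-corrected inhibition of the luciferase reporter signal at the single screening dose is 50% or more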
SRC3 inh: SRC3 coactivator transcriptional activity inhibitors, primary screen, cell-based, luminescence. Nuclear receptor coactivator 3 (Homo sapiens), Q9Y6Q9. HEK293 GAL4-SRC3 luciferase reporter. inhibition, % at 3.6 µM. 0.17% of 360,000 active. AID 588352, 2011;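 active = inhibition above a per-campaign cutoff, the mean of all compounds plus 3 SD, cut at about 60% in these data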;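 note: 0% = DMSO-treated cells and 100% = gossypol-treated cells at 36 µM; higher means less SRC3-driven luciferase light from the GAL4 reporter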
EBV LMP1 NFkB: EBV LMP1-driven NF-kappaB luciferase reporter inhibitors, primary screen, cell-based, luminescence, single point; 0.69% of 350,000 active; LMP1-induced NF-kappaB luciferase reporter cells; inhibition, % at 12.5 µM; in the data active = inhibition above about 41%;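 note: 0% = neutral control wells and 100% = reference inhibitor control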
Active calls of the source: *; nt = no result given. A portion of the library; count on the stated rates, not on these rows.

SMILES,SRC1 inh,LRH-1 inv ag,SRC2 inh,TWEAK Fn14 block,NOD2 RIPK2 PPI,NR2F2 inh,TRAIL sens C8,TLR9-MyD88 block,TROY signal inh,SRC3 inh,EBV LMP1 NFkB
CC1CCCN(C(=O)c2ccc(NS(=O)(=O)c3ccc4[nH]c(=O)[nH]c4c3)cc2)C1 (configuration not stated),-1,8,-2,-3,-2,-13,6,7,-1,15,-5
CCn1c(=O)c(=O)n(CC)c2cc(S(=O)(=O)Nc3cccc(OC)c3)ccc21,-3,12,15,11,-1,4,0,16,-2,10,-7
Cc1c(Cl)cccc1NC(=O)CCCn1cnc([N+](=O)[O-])n1,3,-2,-10,1,11,-15,0,2,-21,19,-8
O=C(Nc1cccc(F)c1)NC1(C(=O)N2CCN3CCCC3C2)CCCCC1 (configuration not stated),-3,22,-9,9,0,12,-12,-7,1,8,-2
CCOc1ccc(C2N(c3cc(Cl)ccc3OC)C(=O)C3CCCN32)cc1OC (configuration not stated),1,14,-42,0,-5,5,-11,0,-6,-5,-2
O=S(=O)(/N=C(\Sc1ccccc1)c1ccccc1)c1ccc(Cl)cc1,-15,12,7,-1,-7,3,-7,1,-13,-2,4
COc1ccc(CCn2nnnc2C(CC(C)C)N2CCC(C(N)=O)CC2)cc1OC (configuration not stated),-20,2,11,-4,12,7,-6,-2,-3,17,2
C/C(=N/NC(=O)CCc1ccccc1)c1ccc2c(c1)OCO2,0,21,-20,-5,3,9,7,2,-2,8,-4
CCN1CCN(c2nc(-c3ccccc3)c3ccccc3n2)CC1,4,-6,-12,15,-2,-10,-5,7,3,15,-16
CCOC(=O)/C=C/C(=O)Nc1cccc([N+](=O)[O-])c1,-2,-4,nt,-20,9,nt,-30,5,3,12,11
COc1ccccc1C(=O)NCC(=O)Nc1ccc2c(c1)CCC2,-60,-59,-13,-28,-6,-53,2,7,-63,-104,-14
O=[N+]([O-])c1ccc2nc(-c3ccccc3)oc2c1,-74,-74,-47,-30,-3,-37,-11,-14,-30,-41,-33
CC(=O)NCCC(=O)Nc1nc(-c2ccc3ccccc3c2)cs1,-7,-41,-27,-5,10,-34,-12,0,-17,-38,0
Cc1ccc(/C=C/C(=O)OC(C)C(=O)Nc2ncc(Cl)cc2Cl)o1 (configuration not stated),10,-12,7,-5,-2,0,-8,-8,4,14,-3
CCOC(=O)c1c(C)n(CC(O)c2ccccc2)c2ccc(O)cc12 (configuration not stated),-3,1,11,26,-9,1,-17,0,22,10,-5
Cc1c(N(C)C(=O)COc2ccc3ccccc3c2)c(=O)n(-c2ccccc2)n1C,3,11,-4,18,-5,-6,-8,-6,9,0,-6
CCOC(=O)c1ccccc1NC(=O)CSc1ccc(-c2ccccn2)nn1,-1,-2,-3,-7,-1,-2,15,2,10,8,-3
CC1CC(C)CN(C(=O)c2ccc(S(=O)(=O)N3CCCC3)cc2)C1 (configuration not stated),-24,5,22,1,3,4,-1,5,5,7,-7
CCOC(=O)N1CCN(C(=O)COC(=O)Cc2ccc(Cl)cc2)CC1,0,5,8,-4,-10,23,-34,-2,-1,4,2
CCOc1ccc(CCNC(=O)c2ccc(CS(=O)Cc3ccc(Cl)cc3)o2)cc1 (configuration not stated),-13,-31,3,-6,9,5,-5,-6,0,0,-8
c1ccc(C(c2ccccc2)c2nc(-c3cccnc3)no2)cc1,-17,1,16,13,-10,13,-8,-5,-24,0,-5
Cc1cccc(N2CCN(Cc3ccc(Br)o3)CC2)c1C,4,-27,9,10,2,3,-3,8,-8,2,5
Cc1ccc(NC(=S)NCCSc2ccc(Cl)cc2)c(C)c1,-16,-1,3,16,-3,5,1,11,-1,18,2
Cc1cc(C(=O)NCc2ccc(C(=O)O)o2)c(C)o1,16,-11,nt,-2,6,nt,-17,0,7,-13,-1
CC(C)C[C@H](NC(=O)N1CC(=O)Nc2ccccc21)C(=O)N1CCC[C@H]1C(=O)O,0,10,5,7,-3,1,-2,0,-2,21,-2

Remaining list, next part
SMILES,SRC1 inh,LRH-1 inv ag,SRC2 inh,TWEAK Fn14 block,NOD2 RIPK2 PPI,NR2F2 inh,TRAIL sens C8,TLR9-MyD88 block,TROY signal inh,SRC3 inh,EBV LMP1 NFkB
CSc1ccc(C(=O)C2CCCN(C(=O)c3cccnc3SC)C2)cc1 (configuration not stated),10,-25,-16,-1,6,2,-7,-3,-5,16,-2
CC(C)C(=O)Nc1nnc(SCC(=O)NCC2CCCO2)s1 (configuration not stated),-7,-3,-16,-6,1,-7,-8,2,12,16,0
COc1ccc(S(=O)(=O)N2CCC(C(=O)Nc3ccc(OC)c(OC)c3)CC2)cc1C,-19,-3,2,9,-2,15,-9,5,-24,9,2
COc1ccc(N2CCN(C(=O)C3CCCN(S(=O)(=O)c4c(C)noc4C)C3)CC2)cc1 (configuration not stated),-4,9,14,2,-4,20,-1,9,-4,-4,9
O=S(=O)(c1ccc(NC(=S)N2CCOCC2)cc1)N1CCCCC1,-13,-5,-2,-15,-17,-7,-13,-4,19,-3,-2
C[C@H](CO)N1C[C@H](C)[C@@H](CN(C)C(=O)Nc2ccc3c(c2)OCO3)Oc2ccc(NC(=O)CCC(F)(F)F)cc2C1=O,-17,-13,-6,-12,4,-4,-9,-10,-5,-21,4
Cc1ccc(S(=O)(=O)NCC(=O)N2CCOCCOCCOCC2)cc1,1,9,21,-7,-5,3,6,-16,4,-8,-5
CC1(Cc2ccccc2OC(F)(F)F)C(=O)Nc2cc(-c3ccccc3Cl)ccc21 (configuration not stated),8,-2,-3,7,-2,3,9,nt,25,5,nt
Cn1cc(C(CO)Cc2ccccc2)c2ccccc21 (configuration not stated),2,11,-1,3,-12,7,-2,-1,-12,-12,-9
c1ccc(CNc2c3c(nc4ncnn24)CCCC3)nc1,-2,4,5,9,-1,5,1,6,11,10,-4
O=C(OC1CCCCC1=O)c1cccc(S(=O)(=O)N2CCCCC2)c1 (configuration not stated),-5,2,9,6,5,-5,-2,4,3,-15,-5
Cc1ccc(NC(=O)C2(S(=O)(=O)c3ccc(Cl)cc3)CC2)cc1,-6,-25,-1,-10,-10,-1,4,-5,6,-5,-2
CCc1ccccc1NC1=NCC(=O)N1C1CCCCC1,-1,19,-20,-4,-1,2,1,5,-23,-3,-4
Clc1cccc(-c2ccc(C=Nc3ccc(N4CCOCC4)cc3)o2)c1,-11,-1,-6,1,5,0,-7,9,-2,12,4
CC(=O)c1cccc(S(=O)(=O)NCC2CCCCC2)c1,7,-9,8,-4,1,3,18,0,14,12,0
COc1c(Cl)ccc(Cl)c1C(=O)NCc1ccco1,13,11,7,20,-1,-10,-2,-7,3,11,1
COc1ccc(CSc2nnc(-c3ccncc3)n2N)cc1,-5,-9,-14,-4,-14,11,6,-9,-17,0,1
CCc1c(C)c(C#N)c2nc3ccccc3n2c1NCc1ccccn1,15,18,-18,13,-2,3,-6,-7,9,-5,-2
COc1ccc(OC)c(NC(=O)COC(=O)COc2c(Cl)cc(Cl)c3ccc(C)nc23)c1,-13,13,-9,-15,-10,8,1,8,-10,3,-4
CC(/C=N/NC(=O)CCn1nnc2ccccc21)=C\c1ccccc1,-5,18,5,-2,-6,-27,-2,-6,4,12,2
O=C(c1ccc(Cl)cc1)c1cccc(O)c1,5,-11,16,-11,-1,16,-6,-2,-5,-22,-7
O=C(O)CCC(=O)Nc1cccc2cccnc12,-5,5,-5,-5,-20,0,-3,2,15,10,-3
O=C1CCN(Cc2ccccc2)CCN1[C@H](CO)Cc1ccccc1,-10,-10,-5,6,-1,12,-2,4,-10,7,-4
CCOc1ccc(S(=O)(=O)N2CCN(c3ccccc3)CC2)c2cccnc12,-19,3,-22,-22,4,16,4,3,-6,8,-13
Nc1nc2ccccc2n1CCOc1ccc(F)cc1,-2,-7,-28,13,0,10,-15,16,11,-2,8

Part of the list above in order of SMILES length, ascending.
SMILES,SRC1 inh,LRH-1 inv ag,SRC2 inh,TWEAK Fn14 block,NOD2 RIPK2 PPI,NR2F2 inh,TRAIL sens C8,TLR9-MyD88 block,TROY signal inh,SRC3 inh,EBV LMP1 NFkB
O=C(O)CCC(=O)Nc1cccc2cccnc12,-5,5,-5,-5,-20,0,-3,2,15,10,-3
Cn1cc(C(CO)Cc2ccccc2)c2ccccc21 (configuration not stated),2,11,-1,3,-12,7,-2,-1,-12,-12,-9
CCc1ccccc1NC1=NCC(=O)N1C1CCCCC1,-1,19,-20,-4,-1,2,1,5,-23,-3,-4
c1ccc(CNc2c3c(nc4ncnn24)CCCC3)nc1,-2,4,5,9,-1,5,1,6,11,10,-4
CCc1c(C)c(C#N)c2nc3ccccc3n2c1NCc1ccccn1,15,18,-18,13,-2,3,-6,-7,9,-5,-2
CC(/C=N/NC(=O)CCn1nnc2ccccc21)=C\c1ccccc1,-5,18,5,-2,-6,-27,-2,-6,4,12,2
CSc1ccc(C(=O)C2CCCN(C(=O)c3cccnc3SC)C2)cc1 (configuration not stated),10,-25,-16,-1,6,2,-7,-3,-5,16,-2
O=C(OC1CCCCC1=O)c1cccc(S(=O)(=O)N2CCCCC2)c1 (configuration not stated),-5,2,9,6,5,-5,-2,4,3,-15,-5
Cc1ccc(NC(=O)C2(S(=O)(=O)c3ccc(Cl)cc3)CC2)cc1,-6,-25,-1,-10,-10,-1,4,-5,6,-5,-2
CCOc1ccc(S(=O)(=O)N2CCN(c3ccccc3)CC2)c2cccnc12,-19,3,-22,-22,4,16,4,3,-6,8,-13
CC1(Cc2ccccc2OC(F)(F)F)C(=O)Nc2cc(-c3ccccc3Cl)ccc21 (configuration not stated),8,-2,-3,7,-2,3,9,nt,25,5,nt
COc1ccc(N2CCN(C(=O)C3CCCN(S(=O)(=O)c4c(C)noc4C)C3)CC2)cc1 (configuration not stated),-4,9,14,2,-4,20,-1,9,-4,-4,9
C[C@H](CO)N1C[C@H](C)[C@@H](CN(C)C(=O)Nc2ccc3c(c2)OCO3)Oc2ccc(NC(=O)CCC(F)(F)F)cc2C1=O,-17,-13,-6,-12,4,-4,-9,-10,-5,-21,4
